Screens deposited in PubChem by NMMLSC.
Bim-Bcl-XL – inhibitors of Bim-Bcl-XL binding, primary screen, biochemical, multiplexed, bead flow cytometry, human Bcl-XL; 190,000 tested, 0.04% active; inhibition, % at 10 µM; Bcl-2-like protein 1 (Homo sapiens), Q07817; Bim peptide-Bcl-XL binding, fluorescence
Bcl-W Bim block – inhibitors of Bim binding to Bcl-W, primary screen, biochemical, multiplexed, bead-based flow cytometry; Bcl-2-like protein 2 (Homo sapiens), Q92843; Bim peptide-Bcl-W binding; inhibition, % at 10 µM; 190,000 tested, 0.02% active; AID 952, 2007;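 further: 0% = bound tracer without compound and 100% = peptide blocker; higher means less fluorescent Bim peptide bound to Bcl-W beads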
Target sequence (Q92843 whole entry, looked up): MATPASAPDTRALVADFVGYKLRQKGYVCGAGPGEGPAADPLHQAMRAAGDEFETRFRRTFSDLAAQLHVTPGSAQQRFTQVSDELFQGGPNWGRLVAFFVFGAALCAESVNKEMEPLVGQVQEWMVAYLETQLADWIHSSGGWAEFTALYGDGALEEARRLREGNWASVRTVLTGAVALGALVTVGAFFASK
Bim-Bfl-1 – inhibitors of Bim binding to Bfl-1, primary screen, biochemical, multiplexed, bead-based flow cytometry | Bcl-2-related protein A1 (Homo sapiens), Q16548 | Bim-Bfl-1 binding inhibition | inhibition, % at 10 µM | 190,000 tested, 0.12% active | AID 1008, 2008;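 further: 0% = wells without compound plus tracer and 100% = blocker peptide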
RGS4-Gao reg – modulators of RGS4 binding to Galphao, primary screen, biochemical, multiplexed bead flow cytometry. 220,000 tested, 0.33% active. Guanine nucleotide-binding protein G(o) subunit alpha (Homo sapiens), P09471. AID 1415, 2008. binding response (% of control), % at 10 µM. actives lie on both sides; in the data active means binding response below about 49% or above about 150%; inactive means in between;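 further: fluorescent Galphao activated with aluminum fluoride binding bead-coupled RGS4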
Target sequence (P09471 whole entry, looked up): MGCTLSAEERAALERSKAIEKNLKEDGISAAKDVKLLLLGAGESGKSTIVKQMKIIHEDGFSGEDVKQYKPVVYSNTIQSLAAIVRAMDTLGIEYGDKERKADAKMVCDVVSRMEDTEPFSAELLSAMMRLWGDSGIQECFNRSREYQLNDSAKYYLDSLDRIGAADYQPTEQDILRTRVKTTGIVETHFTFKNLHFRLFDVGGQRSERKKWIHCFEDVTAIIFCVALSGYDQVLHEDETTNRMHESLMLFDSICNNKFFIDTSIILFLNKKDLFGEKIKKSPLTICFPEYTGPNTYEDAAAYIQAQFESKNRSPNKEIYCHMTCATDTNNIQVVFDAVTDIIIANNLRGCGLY
ABCG2 block – ABCG2 efflux pump inhibitors, primary screen, multiplex with ABCB1, IgMXP3 cells, flow cytometry; JC-1 efflux; inhibition, % at 6.6 µM; 190,000 tested, 0.1% active; AID 1325, 2008;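 active means inhibition above 80%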;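 further: 0% = DMSO and 100% = nicardipine control wells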
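Times: 10 min at 25 °C | Test system: Two drug-resistant human cell lines, ABCG2 and ABCB1 | Quantity: 3 million cells/mL final, two lines in 1:1 ratio | Signal: Flow cytometry, 530 nm JC-1 signal | Dosing: Compound at 6.6 µM | Controls: Nicardipine and DMSO wells | Reagent: JC-1 as fluorescent efflux pump substrate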
Bim-Bcl-2 – inhibitors of Bim-Bcl-2 binding, primary screen, biochemical, multiplexed, human Bcl-2 family. Apoptosis regulator Bcl-2 (Homo sapiens), P10415. Bead-based flow cytometry, Bim peptide-Bcl-2 binding. inhibition, % at 10 µM. 190,000 tested, 0.06% active. AID 950, 2007; in the data active means inhibition above about 40%; inconclusive means no clear call, values can overlap the other calls;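 further: 0% = no compound wells with probe peptide and 100% = reference peptide inhibitor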
Target sequence (P10415 whole entry, looked up): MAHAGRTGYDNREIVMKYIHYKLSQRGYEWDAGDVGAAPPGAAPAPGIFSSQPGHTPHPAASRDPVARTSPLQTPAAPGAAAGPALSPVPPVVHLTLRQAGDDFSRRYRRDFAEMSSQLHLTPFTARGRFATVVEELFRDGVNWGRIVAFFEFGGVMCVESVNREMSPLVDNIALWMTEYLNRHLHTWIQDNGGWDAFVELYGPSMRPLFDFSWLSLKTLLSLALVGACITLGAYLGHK
Bim-Mcl-1 – inhibitors of Bim peptide binding to Mcl-1, primary screen, biochemical, bead-based flow cytometry, multiplex. Bim peptide-Mcl-1 binding. inhibition, % at 10 µM. 190,000 tested, 0.1% active. AID 1009, 2008;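 further: 0% = no compound tracer wells and 100% = peptide blocker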
ABCB1 block – ABCB1 efflux pump inhibitors, primary screen, cell-based, multiplex, flow cytometry, ABCG2 counter-screen. ATP-dependent translocase ABCB1 (Homo sapiens), P08183. CCRF-Adr cells, JC-1 efflux. inhibition, % at 6.6 µM. 190,000 tested, 0.067% active; in the data active means inhibition above about 40%;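 further: 0% = vehicle and 100% = reference inhibitor; higher value means more JC-1 retained so stronger ABCB1 efflux block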
Bcl-B Bim block – inhibitors of Bim-Bcl-B binding, primary screen, biochemical, multiplexed, human Bcl-2 family. Bcl-2-like protein 10 (Homo sapiens), Q9HD36. bead-based flow cytometry, Bim peptide-Bcl-B binding. inhibition, % at 10 µM. 190,000 tested, 0.073% active;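 further: 0% = tracer peptide without compound and 100% = reference inhibitor peptide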
Target sequence (Q9HD36 whole entry, looked up): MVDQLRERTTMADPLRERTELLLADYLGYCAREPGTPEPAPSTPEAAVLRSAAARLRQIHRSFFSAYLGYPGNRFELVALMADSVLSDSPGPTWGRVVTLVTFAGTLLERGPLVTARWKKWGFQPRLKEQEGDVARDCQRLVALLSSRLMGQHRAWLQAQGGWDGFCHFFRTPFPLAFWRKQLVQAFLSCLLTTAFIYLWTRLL
RGS8-Gao – RGS8-Galphao binding modulators, primary screen, biochemical, multiplexed bead flow cytometry. actives lie on both sides. Guanine nucleotide-binding protein G(o) subunit alpha (Homo sapiens), P09471. response (percent of control binding), % at 10 µM. 220,000 tested, 0.34% active. AID 1423, 2008; in the data active means response below about 60% or above about 140%; inactive means in between;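 further: Galphao activated as the GDP aluminium fluoride complex binding bead-coupled RGS8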
RGS7-Gao – RGS7-Galphao binding modulators, primary screen, biochemical, multiplexed bead flow cytometry | binding response (% of control), % at 10 µM | actives lie on both sides | 220,000 tested, 0.35% active; in the data active means binding response below about 49% or above about 150%; inconclusive means no clear call, values can overlap the other calls; inactive means in between;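 further: fluorescent Galphao held in activated GDP-AlF4 state binding bead-coupled RGS7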
* marks the source's active call; other numbers are inactive results; ? = inconclusive. Unless noted, no stated cut-off is given here; in the data, active means inhibition above about 40%.

Values run as follows: Bim-Bcl-XL	Bcl-W Bim block	Bim-Bfl-1	RGS4-Gao reg	ABCG2 block	Bim-Bcl-2	Bim-Mcl-1	ABCB1 block	Bcl-B Bim block	RGS8-Gao	RGS7-Gao
1) O=C(OCC(=O)N1CCCCCC1)c1n[nH]c(=O)c2ccccc12
  -4	-2	0	88	0	4	1	-1.6	0	86	92
2) Cc1cc(C)cc(C(=O)N2CC(=O)Nc3ccccc32)c1
  -7	-7	-3	102	-4	-5	-3	-0.7	-2	93	99
3) O=C(Oc1ccccc1C(=O)Oc1ccccc1)c1cccnc1
  0	-3	3	100	10	0	0	1.7	3	100	100
4) COc1ccc(CN(C)CC(=O)NC(C)c2ccccc2)c(OC)c1 (stereo unspecified)
  30	39	56*	86	1	62*	3	1.5	60*	89	82
5) COc1ccc(C(=O)N/C(=C\c2ccc3c(c2)OCO3)C(=O)NCCc2nc3ccccc3[nH]2)cc1
  5	1	-16	99	-2	-6	0	0.1	0	99	95
6) O=C(O)c1ccccc1C(=O)NCc1ccc(F)cc1
  -4	-4	-1	100	1	-1	-3	0.3	0	100	98
7) C=CCn1c2ccccc2c2nnc(SC(CC)C(=O)Nc3nc(C)c(C(=O)OCC)s3)nc21 (stereo unspecified)
  -7	3	-9	100	7	-16	-4	5.1	-10	102	102
8) CCOC(=O)N1CCC(n2c(SCC(=O)Nc3ccccc3OC)nc3ccccc3c2=O)CC1
  -6	-1	-14	100	25	-6	-3	28	-11	100	98
9) CC(C)CC(CO)N1CCN(C(=O)c2ccc(C(C)(C)C)cc2)CCC1=O (stereo unspecified)
  1	2	1	95	-4	2	1	-0.2	-1	97	99
10) Cc1ccc(-c2nc3ccccn3c2C=O)cc1
  -2	0	0	100	1	-1	0	0.1	-1	103	98
11) Cc1ccc(C(=O)C(NC(=O)c2ccco2)Nc2sc3c(c2C(N)=O)CCCC3)cc1 (stereo unspecified)
  -3	2	5	92	0	4	-2	-0.1	-5	97	100
12) CCOc1ccc(C2C(C(=O)c3ccco3)=C(O)C(=O)N2CCCn2ccnc2)cc1 (stereo unspecified)
  4	4	-6	95	0	-5	0	0.0	-4	100	97
13) COC(=O)c1c(NC(=O)Cc2ccccc2)sc(C)c1C
  -6	5	-11	100	3	-10	-3	0.4	-10	98	97
14) Cc1nn(C)c(C)c1/C=C(\C#N)C(N)=O
  -1	0	0	103	2	1	0	0.8	-3	104	104
15) COC(=O)c1ccc(NC(=S)NCCCn2ccnc2)cc1
  -7	-6	-5	99	1	-5	-5	0.5	-5	102	100
16) O=c1cc(CN2CCN(c3ccc(F)cc3)CC2)c2cc3c(cc2o1)CCCC3
  0	3	7	124	2	8	1	0.5	8	138	118
17) COc1cc(NC(=O)CSc2nc3ccccc3cc2Cc2ccccc2)cc(OC)c1
  -1	0	-3	99	16	0	0	1.7	-3	100	99
18) CCC(C)N(C(=O)COC(=O)C1C(C(=O)OC)=C(C)NC(C)=C1C(=O)OC)C1CCS(=O)(=O)C1 (stereo unspecified)
  -3	-3	-3	102	0	-1	0	-0.2	0	101	101
19) CCOC(=O)c1cccc(NC(=O)CSc2nnc(COc3ccccc3)n2CC)c1
  -1	1	0	96	7	-1	3	1.5	1	98	92
20) COc1cccc(-c2nc(C(N)=O)c3[nH]c(=O)n(-c4ccccc4)c3n2)c1OC
  -11	-11	-9	103	12	-10	-3	0.5	-11	99	102
21) CN1OCC(S(=O)(=O)c2ccccc2)C1c1ccccc1 (stereo unspecified)
  -3	1	-9	102	10	-3	-1	1.4	-6	100	?
22) CN1CCC(OC(=O)COc2ccc(Br)cc2)CC1
  -2	-1	-1	104	2	-1	-1	0.5	-1	103	?
23) COc1cc(NC(=O)C2=C(N3CCOCC3)/C(=C\c3ccc(Br)cc3)CC2)cc(OC)c1OC
  1	1	-5	101	0	-3	-5	-0.1	4	100	94
24) O=C(O)c1cc(=O)c2cc(Cl)ccc2o1
  -10	3	-14	100	12	-9	-2	0.7	-12	101	101
25) CCOC(=O)N1CCN(C(=O)COc2cc(=O)n(C)c3ccccc23)CC1
  -5	1	-8	101	2	-5	0	0.5	-6	99	102
26) O=C(CCc1n[nH]c(=O)[nH]c1=O)Nc1cccc([N+](=O)[O-])c1
  0	0	3	100	5	3	-2	1.3	5	97	103
27) CCCCOCCCn1c(-c2ccco2)nc2nc3ccccc3nc21
  -4	0	3	103	6	0	-4	1.3	-1	100	103
28) CCC(C)(C)NC(=O)/C=C/c1cc(OC)c(OC)c(S(=O)(=O)N2CCc3ccccc32)c1
  0	0	-5	101	0	-4	1	0.1	0	104	99
29) O=C(Cn1nnc(-c2ccc(S(=O)(=O)N3CCCC3)cc2)n1)Nc1ccccc1-n1cccc1
  -9	1	-10	101	2	-8	0	1.6	-7	102	102
30) Cc1ccc(S(=O)(=O)N2CCN=C2SCc2ccc(Cl)c(Cl)c2)cc1
  -6	-7	-2	101	0	-8	-7	0.0	-10	105	102
31) CC(=O)Nc1nc(-c2cccs2)cs1
  1	2	1	101	4	2	1	0.5	-1	103	106
32) COc1ccc(S(=O)(=O)N2CCC(C(=O)N3CCOCC3)CC2)cc1
  -4	-6	-7	98	0	-8	-2	0.0	-4	99	98
33) Cc1ccc(CN(Cc2cccnc2)C(=S)Nc2cccc(Cl)c2C)cc1
  -5	-5	-4	100	17	-2	-1	2.6	-5	102	?
34) C#CC(=O)N(c1cc(OC)ccc1OC)C(C(=O)NC1CCCC1)c1cccs1 (stereo unspecified)
  1	-1	-1	105	1	-5	-3	0.4	0	103	105
35) Cc1ccc(NC(=O)CCc2c(C)nc3ncnn3c2C)nc1
  -1	-2	-4	99	7	0	0	0.2	-2	97	98
36) COc1cc(/C=N/NS(=O)(=O)c2ccc(C)cc2)ccc1OCc1cccc(C(=O)O)c1
  -1	0	-1	100	-1	0	1	-0.6	-1	99	99
37) O=C(NC1CCCCC1)C(c1ccco1)N(C(=O)C(F)(F)F)C1CC1 (stereo unspecified)
  -2	-1	1	96	7	1	-1	1.2	0	98	100
38) O=C(Cn1c(-c2ccccc2)c[n+]2ccsc12)c1ccccc1
  0	1	-2	105	1	2	17	0.0	2	101	102
39) Cn1c(=O)oc2cc(S(=O)(=O)NCCC(=O)Nc3ccc4c(c3)OCCO4)ccc21
  -4	-4	-5	103	2	-6	-7	0.7	-4	102	102
40) Cc1cc(C)cc(C(=O)N(NC(=O)Nc2ccc(Cl)cc2)C(C)(C)C)c1
  -1	-1	-2	93	4	0	-4	1.2	-2	99	100
41) O=C(CCNS(=O)(=O)c1cccs1)Nc1nccs1
  -6	-5	0	93	3	-1	-9	-0.1	-2	89	103
42) CN1/C(=C\C=[N+](C)c2ccccc2)C(C)(C)c2ccccc21
  -10	5	-9	89	4	1	6	1.0	-4	95	93
43) Cc1ccc(NCN2C(=O)C3C4CCC(C4)C3C2=O)cc1 (stereo unspecified)
  4	3	-10	100	3	-7	2	0.8	-5	101	101
44) CNC(=S)N/N=C/c1cn(CCOc2ccc(OC)cc2)c2ccccc12
  -8	-7	0	102	8	-3	-2	0.4	-6	104	102
45) Cc1n[nH]c(=O)nc1NC1CCCCC1
  -7	-2	-18	100	-5	-10	-4	-0.5	-10	101	99
46) Cc1cc(C(C#N)c2ccccc2F)n2ncnc2n1 (stereo unspecified)
  -5	-3	-14	101	2	-9	-2	0.0	-3	106	100
47) Cc1cc(NC(=O)COC(=O)COc2ccc(Cl)cc2C)c([N+](=O)[O-])cc1C
  -3	-3	0	95	29	-2	-5	8.5	-5	83	97
48) CCN(CC)c1ccc(NC(=O)COc2ccc(N(C)S(=O)(=O)c3cccs3)cc2)cc1
  -4	0	0	106	11	-5	-2	1.9	-12	104	?
49) Cc1ccccc1OCc1nc(-c2ccc(NC(=O)c3cccs3)cc2)no1
  -8	-5	-2	104	-5	-7	-6	-0.8	-9	106	105
50) Cc1ccc(-c2nnn(CC(=O)N(CC(=O)NCc3ccccc3)c3cccc(C)c3C)n2)o1
  0	0	-3	90	-7	0	0	-4.9	-1	89	97
51) Cc1noc(C)c1S(=O)(=O)NCCc1ccc(S(N)(=O)=O)cc1
  -5	-1	-2	102	2	-3	0	0.6	-3	102	98
52) O=C(O)C1CC=CCC1C(=O)N1CCc2ccccc21 (stereo unspecified)
  -6	-5	0	93	0	-23	-5	0.1	-6	98	91
53) CCn1c(SCC(=O)NCC(=O)Nc2ccc(F)cc2)nnc1-c1cccs1
  -15	-4	-10	107	-1	-9	-2	-2.2	-12	108	108
54) CC(C)Oc1ccc(C2CCC(=O)NC2=O)cc1 (stereo unspecified)
  -6	-3	-4	103	1	-4	-4	0.2	-6	103	102
55) O=C(CCN1C(=O)C2C3C=CC(C4CC34)C2C1=O)Oc1cccc2cccnc12 (stereo unspecified)
  -7	0	-14	102	-3	-11	-4	-0.7	-13	103	100
56) CCN1C(=O)CC(N2CCN(c3ccc(C(=O)c4ccccc4)cc3)CC2)C1=O (stereo unspecified)
  0	-6	-2	99	2	-5	-1	0.5	-2	100	101
57) Cc1cc(C)c(NS(=O)(=O)c2ccc(NC(=O)CCC(=O)O)cc2)c(C)c1
  -8	-6	-6	102	2	-3	-4	0.1	-6	102	96
58) CC(=O)Nc1cccc(N2CCCC2=O)c1
  -4	0	-11	100	7	-8	-1	0.5	-5	99	96
59) Cc1cc(C(=O)COC(=O)CNS(=O)(=O)c2ccc3ccccc3c2)c(C)n1-c1ccccc1
  -9	-2	-10	102	28	-21	-4	1.2	-8	103	95
60) c1csc(C2=NNC(=NC3CCCCC3)SC2)c1
  0	1	2	93	-4	-2	0	-1.1	-4	99	90
61) Cc1cc(C)cc(OCC(O)CN2CCN(Cc3ccc4c(c3)OCO4)CC2)c1 (stereo unspecified)
  -4	1	-4	107	0	-5	-1	0.0	-3	102	105
62) [N-]=[N+]=CC(=O)CCCN1C(=O)c2ccccc2C1=O
  -14	3	-8	101	2	-4	0	0.6	-5	103	104

Individual results from the entries so far:
Reading of `CN1/C(=C\C=[N+](C)c2ccccc2)C(C)(C)c2ccccc21` in RGS4-Gao reg: 89
Reading of `Cc1cc(C(=O)COC(=O)CNS(=O)(=O)c2ccc3ccccc3c2)c(C)n1-c1ccccc1` in RGS7-Gao: 95
